Screening results as filed in PubChem.
S1P4 ag: agonists of human S1P4 receptor; O95977; S1P4-expressing cell line, agonist reporter assay; activation, % at 4.98 µM; actives 0.35% (n = 220,000); AID 1509; in the data active means activation above about 11%;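 further: 0% = DMSO vehicle and 100% = reference agonist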
NPY-Y1 antag: blocks the human neuropeptide Y Y1 receptor. P25929. HEK293-CNG Y1 cells, membrane potential fluorescence; NPY at EC95, then isoproterenol. inhibition, % at 3.6 µM. actives 1% (n = 200,000). AID 1040;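 active means inhibition above the campaign mean inhibition of all tested compounds plus 3 SD, cut at about 20% in these data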;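 further: 0% = DMSO wells given NPY plus isoproterenol and 100% = isoproterenol alone without NPY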
Target sequence (P25929 whole entry, looked up): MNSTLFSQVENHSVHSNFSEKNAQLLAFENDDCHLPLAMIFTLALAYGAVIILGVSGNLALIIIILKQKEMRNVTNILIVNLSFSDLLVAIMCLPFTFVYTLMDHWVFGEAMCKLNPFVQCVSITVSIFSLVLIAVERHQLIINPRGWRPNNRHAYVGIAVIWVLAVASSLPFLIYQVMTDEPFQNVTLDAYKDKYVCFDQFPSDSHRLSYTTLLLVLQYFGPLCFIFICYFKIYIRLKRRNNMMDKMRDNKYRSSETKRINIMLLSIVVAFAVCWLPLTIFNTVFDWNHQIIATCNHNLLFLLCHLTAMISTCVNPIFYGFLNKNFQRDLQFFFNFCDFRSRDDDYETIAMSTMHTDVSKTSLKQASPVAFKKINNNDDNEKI
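material = HEK293 cells with Y1 receptor plus CNG channel | also added = NPY 25 nM then isoproterenol 1 µM plus Ro 20-1724 25 µM | schedule = dye 3 h, compound 60 min room temperature, stimulation 45 min | measured by = membrane potential fluorescence | benchmarks = high control isoproterenol alone, low control NPY with isoproterenol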
Runt-CBFb FRET: inhibitors of human RUNX1 Runt domain binding to CBFb; actives 0.46% (n = 220,000); Cerulean-Runt/Venus-CBFb FRET ratio 530/480, 1 h; Q01196+Q13951; inhibition, % at 20 µM;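 active means inhibition over about 50% at 20 µM in the single-dose screen, limit read from the data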;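 further: 0% = DMSO wells and 100% = excess unlabeled CBFb competitor control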
Target sequence (Q01196 whole entry, looked up, the tested form may be a part): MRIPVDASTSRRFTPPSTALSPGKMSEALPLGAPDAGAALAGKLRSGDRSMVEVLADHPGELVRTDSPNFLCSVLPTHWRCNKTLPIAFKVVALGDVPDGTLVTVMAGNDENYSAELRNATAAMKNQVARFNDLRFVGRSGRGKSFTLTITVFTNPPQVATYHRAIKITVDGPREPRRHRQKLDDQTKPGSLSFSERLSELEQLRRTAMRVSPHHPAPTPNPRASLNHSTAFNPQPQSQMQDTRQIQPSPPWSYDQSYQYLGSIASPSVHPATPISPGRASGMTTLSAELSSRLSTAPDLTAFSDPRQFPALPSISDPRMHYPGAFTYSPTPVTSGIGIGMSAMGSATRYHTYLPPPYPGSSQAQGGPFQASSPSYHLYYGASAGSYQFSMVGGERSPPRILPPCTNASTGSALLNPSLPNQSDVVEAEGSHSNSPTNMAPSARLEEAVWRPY
Target sequence (Q13951 whole entry, looked up, the tested form may be a part): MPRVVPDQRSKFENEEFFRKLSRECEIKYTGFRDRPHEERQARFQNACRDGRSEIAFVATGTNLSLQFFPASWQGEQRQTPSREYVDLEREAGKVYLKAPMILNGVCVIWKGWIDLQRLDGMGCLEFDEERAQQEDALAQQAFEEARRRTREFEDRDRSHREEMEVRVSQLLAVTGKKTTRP
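test system = Cerulean-tagged RUNX1 Runt domain (FRET donor) fusion protein | reagent = Venus-CBFb binding partner, 100 nM | incubation = protein complex preformed 1 h, compound exposure 1 h, room temperature, dark | detection = FRET fluorescence | read-out basis = loss of energy transfer signal | controls = 5 µM unlabeled CBFb as full-inhibition high control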
Ba/F3 V617F tox: loss of viability in JAK2V617F-driven Ba/F3 cells; Ba/F3 EpoR-JAK2V617F viability, ATP luminescence; inhibition, % at 5.6 µM; actives 1.1% (n = 220,000); AID 1446;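 active means inhibition above the campaign mean plus 3 SD over all tested compounds, cut at about 24% in these data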;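 further: cytokine-independent growth of Ba/F3 cells driven by EpoR plus mutant JAK2; 0% = DMSO-treated cells and 100% = JAK inhibitor I control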
NPY-Y1 PAM-ag: potentiates or activates human NPY-Y1 receptor; NPY-Y1 expressing cells, potentiator/agonist activation; activation, % at 3.6 µM; actives 0.37% (n = 220,000); in the data active means activation above about 33%, passing the limit was not always enough;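 further: cells stimulated with NPY at EC10 then isoproterenol at EC100; 0% = low agonist plus stimulus and 100% = saturating agonist plus stimulus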
RBBP9 inh: inhibitors of human serine hydrolase RBBP9; O75884; recombinant RBBP9, FP-Rh probe fluorescence polarization; inhibition, % at 7.94 µM; actives 0.2% (n = 220,000); AID 1515;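 active means inhibition above the campaign mean of all tested compounds plus 3 SD, cut at about 14% in these data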;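 further: plate controls were DMSO wells with RBBP9 for no effect and wells lacking RBBP9 protein for full effect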
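Test system: recombinant human RBBP9; Timing: 30 min then 45 min, 25 °C; Detection: fluorescence polarization; Control set: RBBP9 with DMSO as uninhibited control, no-protein wells as full inhibition; Compound dosing: one concentration, 7.94 µM nominal, 0.794% DMSO; Probe or stimulus: FP-Rh activity-based probe, 375 nM before mixing.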
S1P4 antag: blocks the human S1P4 receptor | S1P4-expressing cells, antagonist mode, reporter read-out | inhibition, % at 4.98 µM | actives 0.26% (n = 220,000) | AID 1510; in the data active means inhibition above about 29%;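 further: 0% = wells stimulated with agonist and 100% = vehicle wells without agonist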
BaF3 tox: reduces parental Ba/F3 cell viability, JAK2V617F counter-screen | CellTiter-Glo ATP luminescence | inhibition, % at 5.6 µM | actives 1.1% (n = 220,000) | AID 1486;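 active means inhibition above a per-campaign cutoff, the mean inhibition of all tested compounds plus 3 SD, cut at about 27% in these data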;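 further: 0% = DMSO wells and 100% = JAK Inhibitor I control wells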
NPY2 pot ag: human NPY-Y2 potentiation or agonism, primary screen. P49146. cells expressing NPY-Y2, potentiator/agonist read-out. activation, % at 3.6 µM. actives 0.45% (n = 220,000). AID 1359; in the data active means activation above about 27%;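 further: cells stimulated with NPY near EC25 plus isoproterenol at EC100; 0% = vehicle plus submaximal agonist and 100% = vehicle plus saturating agonist; some results beyond the cut were filed as inactive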
Active calls of the source: *; . = not tested or not shown.

SMILES	S1P4 ag	NPY-Y1 antag	Runt-CBFb FRET	Ba/F3 V617F tox	NPY-Y1 PAM-ag	RBBP9 inh	S1P4 antag	BaF3 tox	NPY2 pot ag
CC(C)CN(CC(C)C)S(=O)(=O)N1CCC(C(=O)NCCc2ccc(Cl)cc2)CC1	-0.9	2	-8	-2	12	-3	-10	6	-2
CCOC(=O)c1sc2nc(C)nc(Nc3ccc(OC)c(OC)c3)c2c1C	0.6	0	0	-1	6	4	-12	2	1
CC(C)(C)NC(=O)C(=O)NNC(=O)c1cccc(F)c1	-0.1	3	-2	7	-4	4	-10	11	-15
Cc1cc(Oc2ccc(Cl)cc2)nc(-c2ccccn2)n1	2.5	.	3	0	7	-11	-11	-1	15
COc1ccc(/C=N/NC(N)=S)cc1OC(=O)c1ccccc1	3.3	7	3	1	15	-9	-2	9	-9
O=C(CCC(=O)N1CCN(c2ccc(F)cc2)CC1)c1ccc(F)cc1	-2.2	.	2	-2	-10	-1	0	-1	-13
O=C(CN(c1ccccc1)S(=O)(=O)c1ccccc1)N1CCN(Cc2ccc3c(c2)OCO3)CC1	-5.4	14	-2	11	-4	-5	-6	14	-22
Cc1cc(NCCCn2ccnc2)n2nc(C)c(-c3ccccc3)c2n1	0.4	-4	2	0	-8	-1	9	4	13
CC(C)(C)C(=O)Nc1ccc(NC(=O)C(C)(C)C)cc1	-0.1	.	3	-4	18	6	6	2	13
CC(=O)COC(=O)c1cc(-c2ccc(C)cc2)nc2ccccc12	1.2	2	-5	3	-11	-12	-5	4	-4

Arranged by the number under S1P4 antag (highest first): five of the compounds above
mol	S1P4 antag
Cc1cc(NCCCn2ccnc2)n2nc(C)c(-c3ccccc3)c2n1	9
CC(C)(C)C(=O)Nc1ccc(NC(=O)C(C)(C)C)cc1	6
O=C(CCC(=O)N1CCN(c2ccc(F)cc2)CC1)c1ccc(F)cc1	0
CC(C)CN(CC(C)C)S(=O)(=O)N1CCC(C(=O)NCCc2ccc(Cl)cc2)CC1	-10
Cc1cc(Oc2ccc(Cl)cc2)nc(-c2ccccn2)n1	-11

Continued.
SMILES	S1P4 ag	NPY-Y1 antag	Runt-CBFb FRET	Ba/F3 V617F tox	NPY-Y1 PAM-ag	RBBP9 inh	S1P4 antag	BaF3 tox	NPY2 pot ag
CCCc1nc(SCC(=O)Nc2ccccc2)c2c(=O)n(C)c(=O)n(C)c2n1	-0.4	10	0	-2	2	0	-19	5	-7
O=C(c1cc(Sc2ccc(Cl)cc2)nc2ccccc12)N1CCN(c2ccccn2)CC1	2.2	1	-2	5	-39	-6	-3	10	-17
NC(=O)COC(=O)c1cc(Cl)cc(Cl)c1N	-1.6	1	1	0	16	-8	-7	1	10
CN(Cc1nc(-c2ccncc2)no1)S(=O)(=O)c1ccccc1	-0.1	-2	2	-3	13	-1	-5	1	6
Cc1c(NC(=O)COC(=O)c2c3c(nc4ccccc24)CCCC3)c(=O)n(-c2ccccc2)n1C	2.9	0	1	-3	-2	1	-25	1	8
CSc1nc(-c2cccs2)c(C#N)c(=O)[nH]1	-3.0	.	1	-4	-7	-9	8	3	-15
Cn1cnnc1SCC(=O)Nc1nc(-c2ccc(F)cc2)cs1	1.1	1	0	1	4	-6	-11	3	-3
COc1ccc(/C=C/C(=O)NC(C)C)cc1Br	1.7	6	0	0	-17	-4	-3	0	-11
Cc1cc(C)n2nc(SCc3nnc(-c4ccc(F)cc4)o3)nc2n1	1.0	3	0	-1	-11	-5	-7	0	-3
O=S(=O)(NC1CCCCC1Oc1ccccc1)c1ccccc1 (configuration not stated)	-0.9	-3	0	-4	-12	-9	0	-2	4

Next section; it opens with the seven that closed the last part.
SMILES	S1P4 ag	NPY-Y1 antag	Runt-CBFb FRET	Ba/F3 V617F tox	NPY-Y1 PAM-ag	RBBP9 inh	S1P4 antag	BaF3 tox	NPY2 pot ag
CN(Cc1nc(-c2ccncc2)no1)S(=O)(=O)c1ccccc1	-0.1	-2	2	-3	13	-1	-5	1	6
Cc1c(NC(=O)COC(=O)c2c3c(nc4ccccc24)CCCC3)c(=O)n(-c2ccccc2)n1C	2.9	0	1	-3	-2	1	-25	1	8
CSc1nc(-c2cccs2)c(C#N)c(=O)[nH]1	-3.0	.	1	-4	-7	-9	8	3	-15
Cn1cnnc1SCC(=O)Nc1nc(-c2ccc(F)cc2)cs1	1.1	1	0	1	4	-6	-11	3	-3
COc1ccc(/C=C/C(=O)NC(C)C)cc1Br	1.7	6	0	0	-17	-4	-3	0	-11
Cc1cc(C)n2nc(SCc3nnc(-c4ccc(F)cc4)o3)nc2n1	1.0	3	0	-1	-11	-5	-7	0	-3
O=S(=O)(NC1CCCCC1Oc1ccccc1)c1ccccc1 (configuration not stated)	-0.9	-3	0	-4	-12	-9	0	-2	4
O=C(COc1cccc(Br)c1)N/N=C1\CCCc2ccccc21	0.6	0	0	-2	3	-8	-3	1	13
O=C1N(Nc2ccccc2)C(c2ccc(Br)cc2)C12CCCCC2 (configuration not stated)	4.0	4	2	1	-2	-9	-44	4	8
CC1S/C(=N/N=C/c2ccco2)NC1=O (configuration not stated)	0.5	7	-3	1	-22	-5	-3	1	-5
O=C(Cn1nc(-c2ccccc2)ccc1=O)Nc1ccc(N2CCN(C(=O)c3cccs3)CC2)cc1	-1.5	-8	-2	3	31	-8	6	9	18
Cc1cccc2sc(NNC(=O)c3ccc(S(=O)(=O)N4CC(C)CC(C)C4)cc3)nc12 (configuration not stated)	-1.6	-3	17	-1	6	-4	-3	13	4
Cc1ccc2[nH]c(=O)c(CN(Cc3ccco3)C(=O)c3cccs3)cc2c1	0.8	2	2	4	-31	-11	-9	4	9
COc1ccc(-c2noc(CSc3ccc(C)cc3)n2)cc1	0.5	13	-2	-2	-13	-6	-11	2	-6
CCOc1cc2[nH]c(=S)n(CCOC)c(=O)c2cc1OCC	1.0	1	4	-2	0	-5	-9	8	2
CCCS(=O)(=O)c1cn2cccc(N)c2c1S(=O)(=O)CCC	-0.5	-2	3	-4	6	-2	-7	0	6
CC(C)(O)C#Cc1ncc(C(F)(F)F)cc1Cl	1.5	2	0	3	-3	-2	-8	4	-8
Clc1ccc(-n2ncc3c(NCc4ccco4)ncnc32)cc1	-1.0	-10	.	2	21	-5	11	1	-6
COc1ccc(-c2cc(C3CCN(C(=O)OC(C)(C)C)CC3)[nH]n2)cc1	1.2	-1	-2	4	-7	1	-9	8	-23
Cc1sc2ncnc(SCC(=O)NCC(C)C)c2c1C	-1.8	6	-2	3	-23	-1	-10	2	-7
CCOC(=O)Nc1ccc(Cc2ccncc2)cc1	-1.0	-3	-2	-2	-15	-3	0	1	0
O=C1N=C(N2CCN(c3cccc4ccccc34)CC2)S/C1=C/c1cccs1	-0.3	5	4	2	8	-3	-13	0	-12
Cc1cccc(NC(=O)c2cc3cc([N+](=O)[O-])ccc3s2)n1	0.3	1	-3	-2	-7	-4	10	-2	12
Cc1noc(C(=O)NCc2cccnc2)c1Cl	1.1	-1	3	-1	10	2	-11	7	7
COc1cc2c(cc1O)C(Cc1ccc(O)cc1)NCC2 (configuration not stated)	0.5	-2	-3	1	-5	-4	13	7	5
O=C(O)CCC(=O)NCC(=O)c1ccc(F)cc1	0.1	.	2	0	-2	10	-8	-2	-3
CCC(C)NC(=O)C(=O)NCc1ccccn1 (configuration not stated)	0.8	3	1	3	10	1	-5	8	8
S=C(c1nc2ccccc2[nH]1)N1CCOCC1	1.8	-1	35	-4	1	1	-11	0	0
COc1cc(CNCc2c[nH]c3ccccc23)cc(OC)c1	-0.4	1	0	1	-2	-3	4	0	-8
O=C(/C=C/c1ccc2ccccc2n1)N1CCN(c2ccccc2)CC1	-0.2	5	0	-1	-31	3	-11	3	-21
CN(C)/C=C/C(=O)c1ccc(C(F)(F)F)cc1F	0.9	-1	-2	5	-10	-4	2	3	-3
O=C(Nc1ccccc1C(=O)NCCN1CCOCC1)c1ccco1	0.7	-1	0	-1	1	-8	-2	2	5
O=[N+]([O-])c1ccc(N2CCCC2)nc1N1CCCC1	-0.7	.	-2	1	-11	1	9	0	10
CCc1c(C)sc(NC(=O)c2cc(CC(C)C)on2)c1C#N	-1.5	7	0	2	14	-7	-9	7	-1
CCOC(=O)C1=C(N)OC2=C(C(=O)CC(C)(C)C2)C1c1ccc(CC)s1 (configuration not stated)	0.6	8	.	-1	9	6	-1	0	-6
COCCCn1cc(C(=O)c2ccccc2OCC(=O)Nc2cccc(F)c2)cc(C#N)c1=O	-2.2	2	-2	-2	10	-4	-6	1	-2
CC(C(=O)NC(C)(C)C)N(C(=O)CS(=O)CC(=O)Nc1ccc(F)cc1)c1ccccc1F (configuration not stated)	-0.1	-6	-3	-1	4	-4	-5	5	4
NC(=O)c1ccc(CN2CCC(Cc3ccccc3)CC2)cc1	0.0	-1	2	-1	-16	-12	-7	4	0
Cc1ccc2cc(CN(CC3CCCO3)S(=O)(=O)c3c(C)ccc4nsnc34)c(=O)[nH]c2c1 (configuration not stated)	4.9	-1	-4	1	-11	-10	3	8	4
Cc1cc(Br)c(S(=O)(=O)NCCN2CCOCC2)cc1C	-0.7	-2	4	-2	-10	5	-11	4	-11
O=C(CSc1nnc(CN2CCOCC2)n1-c1ccccc1)N1CCc2ccccc21	0.7	1	-1	-1	18	1	-8	4	10
FC(F)(F)COc1nc(OCC(F)(F)F)nc(N2CCN(c3ccccc3)CC2)n1	-2.4	28*	-3	5	-13	-1	-3	7	-10
COc1ccc(OCC(=O)O/N=C(\N)Cc2ccc(Cl)cc2)cc1	0.4	23*	-2	-2	-47	-10	-3	1	-13
O=C(C1CCN(S(=O)(=O)c2cccnc2)CC1)N1CCN(c2ccccc2Cl)CC1	-2.6	1	1	4	-10	-4	15	8	8
CCc1c(-c2n[nH]c(=S)n2Cc2ccccc2)csc1C	0.5	0	9	0	10	-1	8	4	17
CN(C)CC(O)COc1ccc(-c2ccc(C#N)cc2)cc1 (configuration not stated)	0.3	3	1	1	5	-3	-2	10	-2

Random excerpt: 2 entries already listed, in no set order.
SMILES	S1P4 ag	NPY-Y1 antag	Runt-CBFb FRET	Ba/F3 V617F tox	NPY-Y1 PAM-ag	RBBP9 inh	S1P4 antag	BaF3 tox	NPY2 pot ag
O=C(CCC(=O)N1CCN(c2ccc(F)cc2)CC1)c1ccc(F)cc1	-2.2	.	2	-2	-10	-1	0	-1	-13
FC(F)(F)COc1nc(OCC(F)(F)F)nc(N2CCN(c3ccccc3)CC2)n1	-2.4	28*	-3	5	-13	-1	-3	7	-10

Compounds were not picked by outcome. About 3.6% of those tested had a hit in this group.
